cardiac RTF act = cardiac RTF calcium sensitization. IANBD-labeled TnC RTF fluorescence at EC20 calcium; 0% EC20 calcium, 100% full calcium. activation, % at 7.2 µM. 340,000 tested, 0.24% active;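 active = activation above the mean over all tested compounds plus 3 SD, cut at about 30% in these data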;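 note: rise in fluorescence read as greater calcium sensitivity of cardiac thin filaments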
SR-BI DiI inh = mouse SR-BI HDL lipid transfer inhibition; 320,000 tested, 0.96% active; ldlA[mSR-BI] CHO cells, DiI-HDL uptake fluorescence, 3 h; inhibition, % at 12.5 µM; Q61009;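 active = mean replicate inhibition of at least 70% and a set share of replicates each scoring 70 or more; inconclusive = meets just one of the two criteria; inactive = fails both criteria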;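 note: 0% = median of neutral control wells and 100% = median of positive control wells; values of inactives mirror those of a sister screen read the other way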
Target sequence (Q61009 whole entry, looked up): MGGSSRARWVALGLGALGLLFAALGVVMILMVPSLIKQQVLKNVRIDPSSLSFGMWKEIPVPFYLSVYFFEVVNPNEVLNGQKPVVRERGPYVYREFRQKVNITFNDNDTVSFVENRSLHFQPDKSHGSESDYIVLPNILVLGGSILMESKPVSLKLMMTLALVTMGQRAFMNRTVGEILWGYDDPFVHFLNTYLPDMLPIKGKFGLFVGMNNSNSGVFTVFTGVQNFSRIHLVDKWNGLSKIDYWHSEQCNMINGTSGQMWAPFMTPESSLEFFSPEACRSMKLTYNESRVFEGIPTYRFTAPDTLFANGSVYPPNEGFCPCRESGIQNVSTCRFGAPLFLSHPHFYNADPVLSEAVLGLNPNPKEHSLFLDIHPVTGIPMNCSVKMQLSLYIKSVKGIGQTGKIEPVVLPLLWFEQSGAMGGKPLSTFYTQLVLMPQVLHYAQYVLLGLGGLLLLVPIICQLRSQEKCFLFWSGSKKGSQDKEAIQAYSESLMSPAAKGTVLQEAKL
Wnt bcat act = activators of Wnt/beta-catenin signaling. Wnt/beta-catenin reporter cell assay, activator, plate reader. activation, % at 9.35 µM. 300,000 tested, 1.2% active; in the data active = activation above about 30%, passing the limit was not always enough; inconclusive = no clear call, values can overlap the other calls;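 note: 0% = neutral control wells and 100% = positive control wells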
SR-BI DiI-HDL act = SR-BI HDL lipid transfer activation; CHO ldlA[mSR-BI] cells, DiI-HDL uptake fluorescence, 3 h; 100 = double the neutral-control signal; activation, % at 12.5 µM; 320,000 tested, 0.096% active; AID 504775;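 active = mean replicate activation of at least 60% and every replicate at or above 60%; inconclusive = mean or all-replicate condition met, but not both; inactive = mean below 60% and not all replicates reaching 60%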;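 note: 0% = median plate neutral-control signal and 100% = twice that signal; values of inactives mirror those of a sister screen read the other way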
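Material: SR-BI-overexpressing, LDLR-lacking CHO cells; schedule: compound exposure 3 h, 37 °C; reagent: DiI-labelled HDL at 10 µg/mL final; technique: bottom-read fluorescence, 550/595 nm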
HTR5A ag = activates human HTR5A in OPRM1-OPRD1 agonist counter-screen; activation, % at 9.3 µM; AID 504692; P47898; HTR5A agonist assay, luminescence, cell-based; 340,000 tested, 0.61% active; in the data active = activation mostly above about 9.5%, no sharp cut-off; inactive = mostly below about 7.6%;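 note: 0% = cells with vehicle only and 100% = reference agonist; strong numbers were not always called active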
PvdQ inh = P. aeruginosa PvdQ acylase inhibition; AID 488965; 340,000 tested, 0.063% active; inhibition, % at 10 µM; purified PvdQ acylase, fluorescence plate reader; in the data active = inhibition above about 30%, passing the limit was not always enough; inconclusive = no clear call, values can overlap the other calls;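 note: 0% = vehicle neutral wells and 100% = reference inhibitor wells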
MITF act = MITF TRPM1 promoter activation in melanoma cells; SK-MEL-5 TRPM1-promoter luciferase, 24 h; % of positive control, neutral wells = 0; activation, % at 12.5 µM; 300,000 tested, 0.75% active;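 active = mean activation of at least 80% with every replicate also reaching 80%; inconclusive = mean reaches 80% but some replicate falls short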;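 note: 0% = neutral control wells and 100% = parthenolide positive control wells; values of inactives mirror those of a sister screen read the other way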
dFosB act = activators of mouse delta FosB homodimer; activation, % at 25 µM; 340,000 tested, 0.99% active; P13346; purified delta FosB, TAMRA-CDK5 oligo fluorescence polarization; percent of positive-control signal above neutral wells;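 active = mean activation above about 17%, with every replicate also reaching it, limit read from the data, passing the limit was not always enough; inconclusive = only one of the two conditions met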;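 note: fluorescence polarization rise as delta FosB binds a TAMRA Cdk5 AP-1 oligo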
Target sequence (P13346 whole entry, looked up): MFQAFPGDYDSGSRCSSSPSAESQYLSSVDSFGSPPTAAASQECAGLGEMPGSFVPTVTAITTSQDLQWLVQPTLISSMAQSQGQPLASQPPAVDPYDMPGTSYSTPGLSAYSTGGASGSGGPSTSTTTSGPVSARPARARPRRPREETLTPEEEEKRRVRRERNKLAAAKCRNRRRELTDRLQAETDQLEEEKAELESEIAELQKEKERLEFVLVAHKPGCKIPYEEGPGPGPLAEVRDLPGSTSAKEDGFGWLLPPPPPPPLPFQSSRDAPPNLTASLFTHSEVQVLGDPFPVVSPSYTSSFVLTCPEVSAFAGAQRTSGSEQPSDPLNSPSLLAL
CDK5 p35 inh = blocks human CDK5/p35 kinase activity. AID 488839. inhibition, % at 10 µM. 330,000 tested, 0.01% active. Recombinant CDK5/p35, ADP-Glo luminescence, 60 min;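 active = highest replicate inhibition of at least 50% and at least 75% of replicates reaching 50%; inconclusive = only one of the two criteria met; inactive = both criteria failed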;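 note: plate controls were DMSO neutral control for no effect and GW8510 at 10 µM for full effect; many of its hits are not listed in these tables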
Rtt109 Vps75 = C. albicans Rtt109 histone acetyltransferase inhibition. 330,000 tested, 0.16% active. purified Rtt109/Vps75, ThioGlo CoA-SH fluorescence, 4 h. inhibition, % at 34.9 µM;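 active = inhibition of at least 50% in every replicate; inconclusive = best replicate reaches 50% inhibition but some replicates fall short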
Starred values were filed as active, the others as inactive; ? = inconclusive; · = no result given.

SMILES | cardiac RTF act | SR-BI DiI inh | Wnt bcat act | SR-BI DiI-HDL act | HTR5A ag | PvdQ inh | MITF act | dFosB act | CDK5 p35 inh | Rtt109 Vps75
C[C@H](CO)N1C[C@H](C)[C@@H](CN(C)C(=O)Nc2ccc3c(c2)OCO3)Oc2c(NC(=O)Nc3ccc4c(c3)OCO4)cccc2C1=O | -1 | 28 | 3 | -28 | 1 | -2 | -3 | -2 | 0.2 | -8
COc1ccc(S(=O)(=O)N2CCOC2CNC(=O)C(=O)NCc2cccnc2)cc1C (stereo not given) | 6 | 12 | -2 | -12 | -2 | 6 | -8 | -2 | 2.5 | -5
COc1cccc(CN2CCN(Cc3cc4ccccc4[nH]3)CC2CCO)c1 (stereo not given) | 2 | · | -1 | · | 5 | -5 | -17 | -7 | -4.8 | -1
COc1ccccc1-c1nc(C(F)(F)F)c(OC)o1 | -4 | -4 | · | 4 | -2 | -2 | 10 | 1 | -0.5 | -11
Cc1c(C(=O)N2CCN(C)CC2)oc2ccc(S(=O)(=O)N3CCOCC3)cc12 | 9 | 7 | -2 | -7 | 16 | -11 | · | -6 | -3.2 | -5
N#C/C(=C\c1cccnc1)C(=O)Nc1ccc(Cl)cc1 | -3 | 10 | 3 | -10 | 2 | -7 | -2 | -12 | -0.4 | 1
Cc1cccnc1CN1CCN(Cc2nc(C(c3ccccc3)c3ccccc3)no2)CC1 | -1 | · | -3 | · | -1 | 3 | -12 | -9 | -3.1 | 3
COc1ccc(NC(=O)CN(C)C(=O)CNC(=O)C2CCCCC2)cc1 | -5 | 6 | -1 | -6 | -2 | 1 | 1 | 2 | -0.3 | 32
C[C@H]1COC(=O)[C@@H](Cc2ccc(F)cc2)CC/C=C/C[C@H](CC(=O)N(CCO)Cc2ccccc2)C(=O)N1 | -4 | 3 | -3 | -3 | 3 | 1 | 2 | -11 | -1.5 | 3
CCCCNC(=O)c1c[nH]c2ccc(S(=O)(=O)Nc3ccc(OCC)cc3)cc2c1=O | 9 | -10 | -9 | 10 | 0 | 19 | -10 | -1 | 1.2 | 0
Cc1cc(C(=O)COc2cccnc2[N+](=O)[O-])c(C)n1Cc1ccco1 | -1 | 5 | -8 | -5 | 2 | 4 | 9 | -1 | -0.8 | 13
O=C1S/C(=C\c2ccc(Cl)cc2)C(=O)N1CCn1cnnn1 | 5 | -36 | -1 | 36 | 1 | -7 | 14 | 4 | -7.4 | -10
O=[N+]([O-])c1cc(C(F)(F)F)c(Cl)cc1N1CCN(CCO)CC1 | 2 | -14 | · | 14 | -2 | 1 | 9 | -1 | 0.7 | 4
O=C(C[n+]1cccc(Br)c1)c1cccs1 | -7 | -24 | 0 | 24 | -2 | 11 | -14 | 2 | -0.2 | 5
N#CC1=C(N)Oc2n[nH]c(-c3cccs3)c2C1c1ccsc1 (stereo not given) | 3 | -9 | · | 9 | 2 | 2 | 10 | -2 | 2.0 | -2
Cc1cccc(C(C)(C)C)c1OCCOCCN1CCCC1 | -5 | -6 | -8 | 6 | 2 | 0 | 7 | -10 | 0.2 | 3
CC(=O)OCC(=O)[C@@]12OC3(CCCC3)O[C@@H]1C[C@H]1[C@@H]3CCC4=CC(=O)C=C[C@]4(C)[C@@]3(F)[C@@H](O)C[C@@]12C | 3 | 2 | -2 | -2 | 0 | 12 | -6 | 1 | 1.4 | 15
COc1ccc2c(c1)c(=O)c(C(=O)c1ccc(Cl)cc1)cn2CC(=O)Nc1ccc(F)cc1 | -5 | 26 | 0 | -26 | -1 | -4 | -33 | 101* | 0.6 | 7
Cc1nnc(N/N=C/c2ccccc2F)n1N | 6 | 1 | -1 | -1 | 3 | -19 | 0 | 0 | 1.2 | 0
COC(=O)C1CCN(C(=O)Nc2ccccc2)CC1 | -6 | -20 | 0 | 20 | -1 | 5 | 8 | 1 | -0.3 | ·
CCN(CC)c1ccc2cc(-c3nnc(-c4ccncc4)o3)c(=O)oc2c1 | 163* | 20 | · | -20 | 3 | 1 | 72 | -15 | -1.8 | -2
Cc1cc(C)n2nc(SCC(=O)N(CCC#N)c3ccc(F)cc3)nc2n1 | 0 | -46 | -1 | 46 | -5 | 13 | -2 | 1 | -0.7 | 0
N#CC1=C(N)SC2(CCCCC2)SC1c1ccccc1 (stereo not given) | -2 | 3 | · | -3 | -9 | -20 | 26 | -3 | 1.4 | -6
CCN(C(=O)c1cc2c(=O)[nH]c3ccc(C)cc3c2s1)c1ccc(F)cc1 | 0 | · | -3 | · | 1 | -12 | 19 | -8 | -0.3 | -6
Cc1nnc(Sc2c(N)n(C)c(=O)n(C)c2=O)s1 | 1 | -9 | 0 | 9 | -4 | -17 | -4 | 0 | -0.7 | -19

3 compounds out of the list above, arranged by the number in CDK5 p35 inh, ascending:
structure | CDK5 p35 inh
COc1ccccc1-c1nc(C(F)(F)F)c(OC)o1 | -0.5
O=[N+]([O-])c1cc(C(F)(F)F)c(Cl)cc1N1CCN(CCO)CC1 | 0.7
COc1ccc(S(=O)(=O)N2CCOC2CNC(=O)C(=O)NCc2cccnc2)cc1C (stereo not given) | 2.5

More compounds follow.
SMILES | cardiac RTF act | SR-BI DiI inh | Wnt bcat act | SR-BI DiI-HDL act | HTR5A ag | PvdQ inh | MITF act | dFosB act | CDK5 p35 inh | Rtt109 Vps75
CC(C)C1CC(=O)NC(SCC(=O)Nc2ccc(Br)cc2)=C1C#N (stereo not given) | -3 | -30 | -3 | 30 | 1 | -15 | 7 | -9 | -1.9 | -7
O=C(O)c1ccccc1OCC1CCCO1 (stereo not given) | -6 | 2 | 0 | -2 | 2 | 13 | 5 | -6 | 1.4 | 5
Cc1cc(Oc2cnn(C(C)(C)C)c(=O)c2Cl)cc(C(C)C)c1 | -1 | 26 | -6 | -26 | -3 | 0 | · | -5 | 0.0 | -5
CCOC(=O)C1(CCOc2ccccc2)CCN(Cc2cccc(OC)c2O)CC1 | -4 | -19 | 0 | 19 | -1 | -9 | · | -1 | 0.1 | -3
CCOC(=O)C(C)On1c(-c2ccc(Cl)cc2)nc2ccc([N+](=O)[O-])cc21 (stereo not given) | 4 | 49 | · | -49 | 6 | 3 | 58 | 2 | 1.0 | -15
Cc1ccc(Nc2ncnc(Cl)c2N)cc1 | -3 | 5 | -1 | -5 | -3 | -14 | 6 | 0 | -0.5 | 0
COc1ccc(N2Cc3cccc(C(=O)O)c3C2=O)cc1 | -2 | -13 | · | 12 | -2 | -14 | 4 | -16 | -0.7 | 1
Cc1cccc(C(=O)NC(=S)N2CCN(c3ccc([N+](=O)[O-])cc3)CC2)c1 | -2 | -37 | -1 | 37 | -2 | -8 | -8 | 8 | 0.0 | -8
Cc1csc(NC(=O)c2cc(C)on2)n1 | 9 | -46 | 40* | 46 | 3 | -14 | 55 | 9 | -1.3 | -6
Cc1cc2c(=O)n(C)c(SCC(=O)NCC3CCCO3)nc2s1 (stereo not given) | -7 | -11 | -4 | 11 | 3 | -9 | 2 | -4 | -1.2 | 2
NC(=O)CSCc1cccc(Br)c1 | -1 | -43 | · | 43 | 9 | -10 | -2 | -5 | 0.7 | -4
CCC(CC)C(=O)c1c[nH]c(C(=O)NN)c1 | 0 | -8 | -1 | 8 | 7 | 15 | -3 | 2 | 0.8 | 13
Cc1ccc(-c2nnn(CC(=O)N(CC3CCCO3)C(C(=O)NCC3CCCO3)c3ccc(F)cc3)n2)o1 (stereo not given) | 0 | -5 | · | 5 | 1 | -13 | -7 | -5 | 0.3 | -1
Cc1ccc(S(=O)(=O)CCC(=O)N2CCN(c3ccccc3F)CC2)cc1 | -3 | -1 | 0 | 1 | 0 | -10 | 4 | 2 | 1.2 | -4
O=S(=O)(O)c1cccnc1SCc1ccccc1 | 6 | -4 | -3 | 4 | 0 | 9 | · | -3 | -0.8 | ·
Cc1ccccc1NC(=O)NC1(C(=O)NCc2ccco2)CCCCC1 | 0 | · | -1 | · | 4 | 1 | 3 | 2 | -1.9 | 0
COc1ccccc1CN(C)C(=O)CN1CCN(C(=O)c2cccs2)CC1 | -3 | 22 | 1 | -22 | 15* | -2 | 2 | 0 | -0.6 | -1
CC(=O)c1cc2c(cc1NS(=O)(=O)c1cccc(C(=O)O)c1)OCO2 | -2 | -16 | 1 | 16 | 0 | 6 | 4 | -5 | 0.1 | -7
Cc1ccc(NC(=O)CCNC(=O)c2ccc(Cl)cc2)cc1C | 3 | 2 | 2 | -2 | 5 | 1 | 8 | -7 | 0.9 | -6
CCCCCC(=O)Nc1cccc(C2=NOC3(C2)C[C@H](C(N)=O)N(C(=O)c2ccccc2)C3)c1 (stereo not given in full) | 1 | 8 | -4 | -8 | 20 | 8 | 9 | -8 | -2.0 | 3
COc1cc2c(cc1OC)CN(C(=O)CCC(=O)c1ccc(F)cc1)CC2 | -3 | -1 | -2 | 1 | -1 | -1 | -7 | -11 | -0.8 | -7
O=C(CNS(=O)(=O)c1ccccc1F)OCC(=O)c1c[nH]c2ccccc12 | -5 | -18 | 1 | 18 | -6 | -1 | -11 | -8 | 1.2 | -7
COc1ccc(C2=Nc3ccccc3OC2)cc1 | 4 | -8 | 21 | 8 | 10 | -5 | 64 | -10 | -4.7 | -1
CN(C)c1ccc(/C=N/NC(=O)CN(c2ccccc2Cl)S(C)(=O)=O)cc1Br | -1 | · | -2 | · | 1 | -2 | 0 | -27 | 2.6 | 11
O=[N+]([O-])c1cccc(-c2ccc(/C=N/n3c(-c4ccccc4)n[nH]c3=S)o2)c1 | -5 | 14 | -1 | -14 | 0 | -9 | -10 | -2 | 0.4 | 0
SMILES | cardiac RTF act | SR-BI DiI inh | Wnt bcat act | SR-BI DiI-HDL act | HTR5A ag | PvdQ inh | MITF act | dFosB act | CDK5 p35 inh | Rtt109 Vps75
COC(=O)[C@@]1(Cc2ccccc2)[C@H]2C(=O)N(C)C(=O)[C@H]2[C@H]2CN=C(SC)N21 | 3 | 2 | -1 | -2 | -1 | -9 | 6 | 1 | -3.3 | 7
COc1ccccc1CCNC(=O)C(=O)c1cn(CC(=O)N2CCCC2)c2ccccc12 | -5 | 62 | 4 | -62 | 2 | 12 | 13 | -7 | 1.1 | ?
O=C(Cc1ccccc1)NCCc1cccc(Cl)c1 | 3 | -51 | · | 51 | -1 | -3 | · | -1 | -1.0 | -3
Cc1nc2cc(Nc3nnc(-c4ccccc4)c4ccccc34)ccc2n1C | 1 | 19 | · | -19 | 5 | -1 | ? | -3 | 0.3 | 6
Cc1ccc2nc(Nc3nc(-c4ccccc4)cc(=O)[nH]3)nc(C)c2c1 | 0 | -12 | -2 | 12 | 2 | 5 | -36 | -12 | -1.9 | 2
Cc1cc(-c2cn3ccccc3n2)c(C)n1-c1ccccc1 | 1 | 26 | 6 | -26 | -3 | 0 | -8 | 2 | 0.1 | ?
O=C(Nc1nnc(COc2ccc(Cl)cc2)s1)c1ccco1 | 1 | -4 | -1 | 4 | 0 | -3 | 2 | 7 | 1.9 | 9
CCOc1ccccc1NC(=O)COc1cccnc1[N+](=O)[O-] | 3 | 35 | 2 | -35 | -1 | -8 | -3 | 0 | 1.2 | -5
Cc1cccc(C)c1NC(=O)NC1(C(=O)N2CCN3CCCC3C2)CCCCC1 (stereo not given) | 0 | · | -3 | · | 0 | -13 | 2 | -13 | 0.5 | 2

Screens from PubChem BioAssay.

No enrichment for hits (roughly 4.4% active in at least one column).
